GAA inh: qHTS Assay for Inhibitors of Human alpha-Glucosidase as a Potential Chaperone Treatment of Pompe Disease; purified human GAA, 4-MU-alpha-glucoside fluorescence; 200,000 tested, 0.005% active; Potency, µM (titrated, usually from 76.9 µM), for the others: top-dose activity change, negative = inhibition, actives largely listed as inhibitors; Lysosomal alpha-glucosidase (Homo sapiens), P10253; AID 1466, 2008;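 also: plate controls were uninhibited enzyme wells for no effect and no-enzyme background for full effect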
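Endpoint fluorogenic read: 20 min room-temperature reaction of 4 nM human alpha-glucosidase with 400 uM 4-methylumbelliferyl-alpha-D-pyranoside, pH 5.0, quenched with 1M NaOH/1M glycine pH 10. AC50 from Hill modeling.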
GAA glycogen: qHTS Assay for Inhibitors and Activators of Human alpha-Glucosidase Cleavage of Glycogen; Lysosomal alpha-glucosidase (Homo sapiens), P10253; recombinant GAA, glycogen substrate, Amplex Red glucose oxidase fluorescence; Potency, µM (top dose mostly 76.4 µM), inactives show at the top dose activity change, negative = inhibition, actives largely listed as inhibitors; AID 2100, 2009; 300,000 tested, 0.38% active;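 also: 0% = full enzyme reaction and -100% = no-enzyme basal signal; the screen sought inhibitors and activators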
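Recombinant enzyme (4 nM final) with compounds titrated up to 77 uM and bovine liver glycogen (30 ug) in citrate pH 5.0, 0.01% Tween-20, 37 C 40 min. Released glucose detected by Amplex Red/glucose oxidase (Ex 573/Em 610); AC50 from Hill fits.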
ALDH1A1 block: qHTS Assay for Inhibitors of Aldehyde Dehydrogenase 1 (ALDH1A1) | Purified ALDH1A1, NADH fluorescence, propionaldehyde substrate | Aldehyde dehydrogenase 1A1 (Homo sapiens), P00352 | Potency, µM (highest dose often 75.3 µM), inactives show top-dose activity, negative = inhibition, most hits filed as inhibitors | 220,000 tested, 7.3% active; active = well fitted inhibition curve with a large enough effect, not every such curve was filed as active; inconclusive = small, poorly fitted or top-dose-only effect, or another doubt; inactive = no such curve, though single readings can be large or run the other way;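 also: plate controls were no enzyme wells and a reference inhibitor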
Target sequence (P00352 whole entry, looked up): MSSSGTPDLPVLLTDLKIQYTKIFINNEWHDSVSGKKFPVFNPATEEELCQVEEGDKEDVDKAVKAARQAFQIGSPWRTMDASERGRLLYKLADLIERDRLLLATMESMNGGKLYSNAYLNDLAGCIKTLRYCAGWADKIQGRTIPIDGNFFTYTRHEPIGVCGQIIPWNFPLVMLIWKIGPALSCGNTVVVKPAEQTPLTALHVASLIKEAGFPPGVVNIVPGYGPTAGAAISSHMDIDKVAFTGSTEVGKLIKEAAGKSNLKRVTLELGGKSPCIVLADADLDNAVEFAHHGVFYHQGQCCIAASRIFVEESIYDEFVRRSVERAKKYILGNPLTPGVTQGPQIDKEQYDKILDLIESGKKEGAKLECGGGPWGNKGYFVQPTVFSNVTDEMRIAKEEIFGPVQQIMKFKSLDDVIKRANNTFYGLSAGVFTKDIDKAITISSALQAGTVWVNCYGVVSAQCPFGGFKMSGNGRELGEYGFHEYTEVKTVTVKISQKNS
GAA spleen mod: qHTS Assay for Inhibitors and Activators of Human alpha-Glucosidase From Spleen Homogenate | 240,000 tested, 0.006% active | Potency, µM (top dose mostly 79.9 µM), for the others: top-dose activity change, negative = inhibition, actives largely listed as inhibitors | human spleen homogenate, 4-MU-alpha-glucoside fluorescence | AID 2112, 2009;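 also: 0% = enzyme with vehicle and -100% = no enzyme basal signal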
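Compounds were titrated against alpha-glucosidase in spleen homogenate at pH 5.0, with 1 mM 4-methylumbelliferyl substrate for 40 min at 37 C. Reactions were quenched with pH 10 NaOH/glycine and fluorescence measured.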
Tau fluor cs: Counterscreen qHTS for Inhibitors of Tau Fibril Formation, Fluorescence Polarization | tau K18 P301L (four-repeat tau fragment) Alexa594 fluorescence, heparin fibrillization | AID 1463, 2008 | 280,000 tested, 0.93% active | Potency, µM (titrated, usually from 57.7 µM), inactives show top-dose activity change, negative = decrease; also: % is scaled to controls: 0 for no effect and ±100 for the full control effect; nearly all actives have a fitted effect of over 55% in size
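Human K18 P301L tau (15 uM unlabeled plus 0.24 uM Alexa 594-labeled, final) in 100 mM sodium acetate pH 7 was mixed with compound and 20 uM heparin and incubated 6 hr at 37 C.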
NPSR antag: qHTS Assay for Antagonists of the Neuropeptide S Receptor: cAMP Signal Transduction | Q6W5P4 | CHO-NPSR cells, cAMP TR-FRET, antagonist mode | Potency, µM (series often up to 38.3 µM), for the others: top-dose activity change, negative = inhibition, most hits filed as inhibitors | 220,000 tested, 1% active | AID 1461, 2008; also: % is scaled to controls: 0 for no effect and ±100 for the full control effect; nearly all actives have a fitted effect of over 50% in size; many of its hits are not listed in these tables
Target sequence (Q6W5P4 whole entry, looked up): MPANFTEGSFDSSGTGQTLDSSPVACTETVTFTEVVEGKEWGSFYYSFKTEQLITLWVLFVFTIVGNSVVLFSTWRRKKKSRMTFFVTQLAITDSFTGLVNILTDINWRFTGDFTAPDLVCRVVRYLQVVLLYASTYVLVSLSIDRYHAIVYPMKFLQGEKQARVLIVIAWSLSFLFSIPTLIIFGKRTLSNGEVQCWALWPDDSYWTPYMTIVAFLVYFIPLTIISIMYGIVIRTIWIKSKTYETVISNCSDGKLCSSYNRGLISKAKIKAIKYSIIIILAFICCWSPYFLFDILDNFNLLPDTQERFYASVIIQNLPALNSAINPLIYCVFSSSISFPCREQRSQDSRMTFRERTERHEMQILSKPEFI
Epigenetic reg: Quantitative High-Throughput Screen for Regulators of Epigenetic Control; murine LDR cells, GFP reporter derepression, 30 h; Potency, µM (top dose mostly 53.9 µM), without a hit: top-dose GFP activation, actives largely listed as activators; 280,000 tested, 0.2% active; also: % of control where 0% means no effect; nearly all actives have a fitted effect of over 60% in size
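Murine LDR cells bearing a silenced CMV-driven GFP reporter were exposed to compound for 30 h at 37 C. After PBS washes, GFP-positive cells (20-120 um objects) counted by laser-scanning microplate cytometry.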
aGal spleen mod: qHTS Assay for Inhibitors and Activators of Human alpha-Galactosidase From Spleen Homogenate. Potency, µM (highest dose often 80 µM), for the others: at the highest dose activity change, negative = inhibition, hits mostly inhibitors. human spleen homogenate, 4MU-alpha-Gal fluorescence, 40 min. Alpha-galactosidase A (Homo sapiens), P06280. 240,000 tested, 0.008% active;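 also: 0% = enzyme with vehicle and -100% = no enzyme basal signal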
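Fluorogenic readout (Ex 365/Em 440 nm) of 4-methylumbelliferone released from 1 mM 4-MU-alpha-galactoside by spleen homogenate, 40 min at 37C, pH 5.0. Data normalized to no-enzyme and enzyme controls; Hill-equation AC50 from compound titrations.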
* marks the source's active call; other numbers are inactive results; ? = inconclusive; nt = not tested or not shown; [ ] = dose if it differs, or a comment. Unless noted, calls follow the shape of the dose curve; as a rule, active = well fitted curve in the direction sought with a large enough effect; inconclusive = small, poorly fitted or top-dose-only effect, or another doubt; inactive = no such curve, though single readings can be large; an effect the other way counts as inactive or inconclusive. Potency is read from the fitted curve at half-maximal effect.

SMILES	GAA inh	GAA glycogen	ALDH1A1 block	GAA spleen mod	Tau fluor cs	NPSR antag	Epigenetic reg	aGal spleen mod
Clc1ccc(COn2ccnc2)cc1Cl	5%	20%	7%	7%	-10%	7%	-2.7%	1%
NNC(=O)c1ccc(OCC2CC(c3ccc(Cl)cc3)=NO2)cc1 (configuration not stated)	nt	-3%	nt	-1%	-24%	-23%	0.0%	2%
COc1ccc(S(=O)(=O)N2CCC(c3cc(-c4cccc5ccccc45)n[nH]3)CC2)cc1	-5%	0%	?	-9%	-10%	-22%[46.1 µM]	0.9%	5%
O=C(C1CC1)N1CCN=C1SCc1ccc(F)cc1	-19%	10%	-1%	-1%	-7%	-4%[46.1 µM]	-0.5%	0%
COc1cc2c3c(c1)c(C1=NC(=S)NC1=O)c(O)n3C(C)(C)C=C2C	-10%	-2%	-13%	-13%	?	-15%[46.1 µM]	0.8%	13%
CCOC(=O)c1ccn(-c2nc(-c3ccco3)cc(C(F)(F)F)n2)n1	1%	-1%	?	-1%	-5%	-9%[46.1 µM]	-0.8%	0%
Nc1nc2ncc(-c3ccsc3)c(N)n2n1	0%	5%	-4%	nt	-6%	2%	-1.3%	0%
Cc1onc(-c2ccccc2)c1C(=O)NCCN1CCOCC1	0%	4%	12%	7%	5%	-9%[46.1 µM]	0.0%	5%
Nc1cc(Cl)ccc1Oc1ccccc1	-4%	2%	5%	-4%	-7%	-8%[46.1 µM]	-1.4%	-4%
Cc1ccccc1NC(=O)c1ccc(-n2cncn2)nc1	4%	-2%	0%	5%	-6%	-20%[46.1 µM]	-6.8%	2%
CCc1cc(C(=O)NNC(=S)Nc2cc(C)ccc2C)cs1	-3%	-15%	?	-12%	-5%	-26%	-1.0%	5%
CCOC(=O)C1=C(C)NC(SC(C)=O)=NC1c1ccc(OC(C)=O)c(OC)c1 (configuration not stated)	3%	9%	?	4%	-3%	-18%[46.1 µM]	-0.7%	5%
O=C(Oc1cc(Cl)cc(Cl)c1)c1cnc2n(c1=O)CCS2	6%	-6%	8%	6%	-12%	-26%	2.4%	1%
O=C(c1cnc2n(c1=O)CCS2)N1CCN(C(c2ccccc2)c2ccc(Cl)cc2)CC1 (configuration not stated)	-1%[15.4 µM]	-8%	?	2%	-13%	-18%[46.1 µM]	1.7%	-12%
CC(=O)Nc1c(C(=O)O)oc2ccc(Cl)cc12	-5%	9%	5%	5%	-7%	2%[46.1 µM]	2.2%	9%
O=[N+]([O-])c1ccc(N/N=C/c2ccc[nH]2)cc1	1%	7.9µM*	2%	-11%	-8%	-37%	-1.9%	2%
CC1CN(C2CCN(C(=O)c3ccccc3Cl)CC2)CC(C)O1 (configuration not stated)	4%	3%	?	-3%	0%	-2%[46.1 µM]	0.9%	0%
O=C(CN1c2ccccc2Sc2ccccc21)N/N=C/c1ccccc1	nt	-3%	nt	2%	?	-58%	0.0%	0%
O=C(C1CCCO1)N1CCN(C(=S)Nc2ccccc2F)CC1 (configuration not stated)	0%	7%	-5%	4%	10%	12%	0.0%	1%
Cc1ccc(-c2nc(CSCC(=O)N3CCOCC3)c(C)o2)cc1	0%	-1%	?	4%	-9%	-8%[46.1 µM]	2.1%	10%
CSCC[C@H](NC(=O)NCCc1ccc(F)cc1)C(=O)O	-2%[15.4 µM]	-5%	0%	-4%	-3%	12%[46.1 µM]	-0.8%	0%
CCCOc1cc(C)c(S(=O)(=O)NC2CC(C)(C)NC(C)(C)C2)cc1C	-9%	-6%	-2%	0%	3%	15%	-1.7%	2%
C/C(CC(=O)Nc1ccc(OCc2ccccc2)cc1)=N\NC(=O)C(=O)Nc1cccc(C)c1	-2%	-13%	-3%	1%	-21%	-9%	1.5%	8%
N[C@@H](Cc1cc(I)c(Oc2ccc(O)cc2)c(I)c1)C(=O)O	nt	nt	1%	-7%	-20%	nt	1.1%	17%
CCc1cccc(CC)c1NC(=O)COC(=O)c1cccc(-c2ccc(OC(C)=O)cc2)c1	-3%	13%	11%	0%	5%	-6%[46.1 µM]	0.0%	10%
CN(c1ccc(OCC(=O)N2CCCCC2)cc1)S(=O)(=O)c1cccs1	-4%	4%	-6%	-1%	3%	2%[46.1 µM]	1.5%	3%
Cn1c(=O)c2c(ncn2CC(=O)Nc2ccc(N3CCOCC3)cc2)n(C)c1=O	1%	-7%	4%	2%	-3%	5%[46.1 µM]	-0.7%	9%
O=c1c2c3c(sc2n2c(=S)[nH]nc2n1-c1ccccc1)CCC3	nt	-28%	nt	-1%	2%	-28%	0.0%	17%
NC(=O)c1c(N)sc(=S)n1CC1CCCO1 (configuration not stated)	-7%[15.4 µM]	11%	-7%	-7%	-2%	-6%[46.1 µM]	0.0%	-7%
Cc1cc(C)nc(SCCC(=O)Nc2ccccc2)n1	4%	-5%	12%	-1%	1%	-3%[46.1 µM]	0.0%	-1%
CCOC(=O)c1cc(C)nc(SC)c1C#N	5%	13%	40µM*	-2%	-8%	0%	1.1%	0%
CCOC(=O)C1=C(c2ccc(OC)cc2)OC(N)=C(C#N)C1c1cccnc1 (configuration not stated)	nt	3%	nt	1%	-8%	-1%	2.5%	0%
Cc1ccc(-n2c(Cc3cccs3)nnc2SCC(N)=O)cc1	0%	7%	-10%	-4%	2%	-2%[46.1 µM]	0.0%	-6%
C=CCn1c(NCc2ccc(N(C)C)cc2)nc2ccccc21	-5%	-23%	?	-11%	-20%	-20%[46.1 µM]	-0.9%	0%
O=C(c1noc2c1CCCC2)N1CCc2c([nH]c3ccccc23)C1c1ccccn1 (configuration not stated)	-1%	0%	-3%	-12%	-26%	?	-0.7%	-3%
C=CCn1c(=O)n(CCOC)c(=O)c2sc3ccccc3c21	9%	1%	?	-15%	-9%	-12%[46.1 µM]	-0.8%	5%

Exported with values under each structure: 2 of the compounds above.
Screens in order – GAA inh	GAA glycogen	ALDH1A1 block	GAA spleen mod	Tau fluor cs	NPSR antag	Epigenetic reg	aGal spleen mod
Cn1c(=O)c2c(ncn2CC(=O)Nc2ccc(N3CCOCC3)cc2)n(C)c1=O
 : 1%	-7%	4%	2%	-3%	5%[46.1 µM]	-0.7%	9%
O=c1c2c3c(sc2n2c(=S)[nH]nc2n1-c1ccccc1)CCC3
 : nt	-28%	nt	-1%	2%	-28%	0.0%	17%

(next part)
SMILES	GAA inh	GAA glycogen	ALDH1A1 block	GAA spleen mod	Tau fluor cs	NPSR antag	Epigenetic reg	aGal spleen mod
O=C(CSc1nc2ccccc2nc1SCC(=O)N1CCCCC1)N1CCCCC1	-7%	3%	10%	1%	-3%	?	-5.4%	-16%
COc1ccccc1NC(=O)c1ccc(NS(=O)(=O)c2ccc(F)c(Cl)c2)cc1	-1%	-8%	?	-2%	?	-18%	1.9%	-2%
CCOC(=O)c1c(N)sc(C(=O)N(C)C)c1CN1CCOCC1	nt	-26%	-2%	13%	2%	7%[46.1 µM]	-1.0%	14%
Cc1nn(C)cc1CNC(=O)c1ccc(Br)o1	-21%	-10%	?	2%	-7%	-4%[46.1 µM]	-12%	-5%
O=C(CCN1CCc2ccccc21)c1ccc2c(c1)OCCO2	-2%	4%	3.2µM*	-3%	-29%	-14%[46.1 µM]	0.0%	1%
Cc1ccc(-c2cc3nc(-c4ccccc4)cc(N4CCOCC4)n3n2)cc1	-1%	-3%	-2%	2%	1%	-21%[46.1 µM]	0.8%	0%
CCn1c2ccccc2c2cc(/C=N/n3cnnc3)ccc21	-12%	10%	?	-10%	-12%	-8%[46.1 µM]	0.0%	8%
COc1ccc(-n2c(=O)[nH]cc(C(=O)Nc3ccccc3)c2=O)cc1	1%	2%	6%	-5%	0%	-15%[46.1 µM]	0.0%	-7%
CCCCCn1c(S(=O)(=O)O)nc2ccccc21	0%	4%	?	-4%	-8%	-1%[46.1 µM]	-2.1%	-2%
O=c1cc[nH]c2c(C(F)(F)F)cccc12	11%	1%	-4%	-1%	8%	-6%[46.1 µM]	-2.0%	6%
Cc1nn(Cc2ccc(C(=O)O)o2)c(C)c1[N+](=O)[O-]	2%	0%	1%	-3%	-6%	-18%	1.8%	0%
CCOC(=O)c1sc2nc(SCC#N)n(CC3CCCO3)c(=O)c2c1C (configuration not stated)	1%	-5%	7%	-2%	6%	-7%[46.1 µM]	0.0%	-1%
CCOc1ccc(-c2nnn(CC(=O)c3cc(OC)ccc3OC)n2)cc1	3%	0%	-18%	-3%	-25%	-21%[46.1 µM]	-0.7%	-4%
CCN(CC)S(=O)(=O)c1ccc(/C=C/C(=O)N(c2ccccn2)C2CCCCC2)cc1	11%	2%	-6%	-20%	-3%	-30%	-0.3%	-1%

Ordered by length of the SMILES (low to high): part of the list above
SMILES	GAA inh	GAA glycogen	ALDH1A1 block	GAA spleen mod	Tau fluor cs	NPSR antag	Epigenetic reg	aGal spleen mod
O=c1cc[nH]c2c(C(F)(F)F)cccc12	11%	1%	-4%	-1%	8%	-6%[46.1 µM]	-2.0%	6%
O=C(CCN1CCc2ccccc21)c1ccc2c(c1)OCCO2	-2%	4%	3.2µM*	-3%	-29%	-14%[46.1 µM]	0.0%	1%
Cc1nn(Cc2ccc(C(=O)O)o2)c(C)c1[N+](=O)[O-]	2%	0%	1%	-3%	-6%	-18%	1.8%	0%
COc1ccc(-n2c(=O)[nH]cc(C(=O)Nc3ccccc3)c2=O)cc1	1%	2%	6%	-5%	0%	-15%[46.1 µM]	0.0%	-7%
CCN(CC)S(=O)(=O)c1ccc(/C=C/C(=O)N(c2ccccn2)C2CCCCC2)cc1	11%	2%	-6%	-20%	-3%	-30%	-0.3%	-1%

Compound activity: PubChem, National Center for Advancing Translational Sciences (NCATS)

A portion of the library; rates above refer to the full screens.
